Bioassay records deposited in PubChem BioAssay by several laboratories.
RT RNaseH block: HIV-1 RT RNase H inhibitors, primary screen, biochemical, fluorescence. RT-RNase H RNA/DNA duplex cleavage. AID 565, 2006. inhibition, % at 10 µM. hit rate 1.9% among 65,000; in the data active means inhibition above about 50%
RmlC RmlD mix: RmlC and RmlD coupled enzyme inhibitors, primary screen, biochemical, 384-well, compound mixtures, retest. RmlC/RmlD coupled enzyme inhibition, 384-well mixture HTS. inhibition, % at 5.5 µM. hit rate 0.39% among 110,000. AID 1532, 2009; in the data active means inhibition above about 30%, passing the limit was not always enough; further: strong numbers were not always called active
An asterisk follows results filed as active; . = not tested or not shown.

SMILES	RT RNaseH block	RmlC RmlD mix
COc1ccc(C2C(C(=O)c3ccco3)=C(O)C(=O)N2CCc2ccccc2)cc1OC (configuration not stated)	1	5
CCOc1cc2[nH]c(=O)n(CCCCCC(=O)NCc3ccc4c(c3)OCO4)c(=O)c2cc1OCC	-5	.
COCc1ccccc1Cn1cnc2c1c(=O)n(C)c(=O)n2C	-5	-9
CCOC(=O)c1ccc(Nc2nc(-c3cccnc3)nc3ccccc23)cc1	.	14
O=C(NCCCN1CCCCC1)c1ccc2c(c1)NC(=O)C(N1CCOCC1)S2 (configuration not stated)	.	5
Cc1sc2ncn(CC(=O)NCC(=O)N(C)C3CCCCC3)c(=O)c2c1C	.	2
O=c1ccn(Cc2ccccc2)c2ccccc12	.	-114
O=C(NCc1ccco1)c1cccc(S(=O)(=O)N2CCCCC2)c1	-22	16
O=c1c2cc(Cl)ccc2[nH]c(=S)n1Cc1ccco1	-32	-13
COc1ccc(OC)c(CNC(=O)CCc2nc(-c3cccs3)no2)c1	-52	.
CCOc1ccc(/C(O)=C2\C(=O)C(=O)N(c3cc(C)on3)C2c2ccccc2OC)cc1 (configuration not stated)	4	8
CC(C)n1nnnc1C(c1ccc(F)cc1)N1CCN(C2CCCC2)CC1 (configuration not stated)	-10	-1
Cc1cc(C)nc(N2CCN(c3ncnc4c3cnn4Cc3ccc(Cl)cc3Cl)CC2)n1	14	11
OC(COc1ccc2ccccc2c1)CN1CCOCC1 (configuration not stated)	-7	-14
CCc1ccc(NC(=O)C2(c3ccccc3)CC2(Cl)Cl)cc1 (configuration not stated)	.	2
CCOc1ccc(CSC(CC(=O)O)C(=O)O)cc1 (configuration not stated)	4	4
COc1cc(-c2cc(=O)c3c(O)c(OC)c(OC)cc3o2)cc(OC)c1O	.	-3
O=C(CSc1nnc(COc2ccccc2)o1)N1CCN(c2ccccc2)CC1	2	2
COCCN(CCOC)c1cc(C)c(C#N)c2nc3ccccc3n12	-1	4
CCCCn1c(=O)[nH]c(=O)c2c1nc(COC(=O)c1c(C)noc1C)n2CCC	-15	9
CCOc1[nH]n(-c2ccc(Cl)cc2)c(=O)c1C=Nc1ccc(OC)cc1	.	23
COC(=O)c1ccc2c(c1)NC(=O)C(N1CCCC1)S2 (configuration not stated)	4	7
CCC(=O)Nc1nonc1-c1nc2ccccc2n1N(C(=O)CC)C(=O)CC	-11	-29
CCC(C)(C)NC(=O)C(c1ccc(OC)cc1)N(Cc1cccs1)C(=O)CCC(=O)Nc1cc(C)on1 (configuration not stated)	.	4
CCN(CC)CCOC(=O)c1cc2cc(COC)ccc2o1	-12	9
O=C(c1ccc(F)cc1)N1CCN(Cc2ccccc2Br)CC1	1	-11
O=C(NCCN1CCCC1)C1(S(=O)(=O)c2ccc(Cl)cc2)CC1	-1	-16
CCOc1ccc(S(=O)(=O)NCCCN2CCOCC2)cc1	.	10
CCOC(=O)N1CC=C2C(C#N)=C(N)C(C#N)(C#N)[C@H](c3cccs3)C2C1 (some centres not stated)	.	8
Cc1cccc(OCc2n[nH]c(=S)o2)c1	11	15
Fc1ccc(CSc2nnc(-c3cccs3)o2)cc1	-40	-8
CCCCNC(=O)c1c(N)n(CCCOC)c2nc3ccccc3nc12	-26	18
COc1ccc(C(=O)COC(=O)CSCc2c(C)noc2C)cc1OC	-16	-2
CCOC(=O)c1ccc(NC(=O)CN2C(=O)C3C4C=CC(C4)C3C2=O)cc1 (configuration not stated)	.	-10
O=C(c1ccc(N2CCCC2=O)cc1)N1CCN(c2ccccc2)CC1	-2	5
C=CCN(CC=C)c1nc2ccccc2nc1C(C#N)C(=O)OC(C)C (configuration not stated)	-13	9
Cc1cccc(OCCCC(=O)O)c1	-5	-20
CCS(=O)(=O)N1CCC(C(=O)NCCc2ccc(C)cc2)CC1	-16	11
CCOC(=O)c1sc2nc(CC(=O)OC)nc(NCc3ccco3)c2c1C	-2	8
CN1CCN(/C(=N\O)c2nonc2N)CC1	-8	-3
CCNC(=O)CC1SC(=Nc2ccc(C)cc2)N(CC)C1=O (configuration not stated)	.	-17
CCc1c(O)cc2n(c1=O)-c1ccc(Cl)cc1C2(C)C	.	15
O=C(NCc1ccncc1)c1cccc(Cn2cc(Br)cn2)c1	-10	8
CCn1cc(S(=O)(=O)CC(=O)Nc2ccc3c(c2)OCO3)c2ccccc21	-3	-5
COC(=O)C1=C(C)NC2=C(C(=O)c3ccccc32)C1c1ccc(-c2ccc(C(=O)O)cc2)o1 (configuration not stated)	82*	7
CCCN(CCC)CCNC(=O)C1CCCN(S(=O)(=O)c2ccc3c(c2)oc(=O)n3C)C1 (configuration not stated)	-3	6
Cc1cccc(/C=C2/SC(=O)N(Cc3ccccc3)C2=O)n1	.	8
O=C1c2ccccc2C(=O)N1c1ccc(S(=O)(=O)N2CCN(c3ccccc3)CC2)cc1	-3	13
Cc1cccc2cc(COC(=O)c3cccnc3)c(=O)[nH]c12	-32	-12
Cc1cccc2cc(C(c3nnnn3CC3CCCO3)N3CCCc4ccccc43)c(=O)[nH]c12 (configuration not stated)	7	5
O=C(CN1C(=O)c2ccccc2C1=O)Nc1ccccc1F	0	-14
Cc1ccc(O)c(-c2cc(-c3ccccc3F)[nH]n2)c1	.	-23
CCOc1ccc(OCC)c(NC(=O)CSCC(=O)O)c1	7	8
CCCn1c(CNC(=O)c2cccs2)nc2ccccc21	-10	12
COC(=O)c1ccc(NC(=O)C2CCCN2S(=O)(=O)c2ccc(F)cc2)cc1 (configuration not stated)	-31	16
COc1ccc(CNC(=O)/C=C/c2cc3c(cc2Br)OCO3)cc1	.	5
CCN1CCN(CCCNC(=O)C(NC(=O)C2CCC(C)CC2)C(C)C)CC1 (configuration not stated)	-9	-8
COCCN(C(=O)CCC(=O)Nc1cccnc1)C(C(=O)NC1CCCCC1)c1ccccc1 (configuration not stated)	1	11
Cc1ccc(S(=O)(=O)O/N=C2\CCCc3ccccc32)cc1	.	8
CCn1c(SC)nnc1-c1sc2cc(Cl)ccc2c1Cl	-67	3
Other entries follow.
SMILES	RT RNaseH block	RmlC RmlD mix
CC1CCCC(C)N1C(=O)Cn1c(=O)sc2ccccc21 (configuration not stated)	-17	6
Cc1ccc(Cn2nc(C)c(NC(=O)c3cc(C)no3)c2C)cc1	.	-8
Cc1cc(C)c2sc(NNC(=O)c3ccc(S(=O)(=O)N4CCc5ccccc5C4)cc3)nc2c1	.	-10
C=C(C)CN1C(=O)C(O)(CC(=O)c2ccc3c(c2)OCCO3)c2ccccc21 (configuration not stated)	2	8
O=C(CSc1nnc(-c2cccnc2)n1Cc1ccccc1)NCc1ccco1	4	-9
O=C(c1ccccc1)c1cc2ccc(O)cc2oc1=O	.	7
COC(=O)c1cccc(S(=O)(=O)N(Cc2ccco2)Cc2cc3cc(OC)c(OC)cc3[nH]c2=O)c1	.	-1
CNCCc1ccccc1	.	6
CCOC(=O)c1ccc(N2C(=O)CC(N3CCC(C#N)(c4ccccc4)CC3)C2=O)cc1 (configuration not stated)	20	32
C[N+]12CCC(CC1)C(OC(=O)C(O)(c1ccccc1)c1ccccc1)C2 (configuration not stated)	-6	6
Cc1cccc(-n2ncc3c(N4CCC5(CC4)OCCO5)ncnc32)c1	-11	19
COC(=O)c1ccc(-c2ccc(C(=O)N3CCCN(C)CC3)cc2)cc1	-2	2
O=C(NCCNS(=O)(=O)c1ccccc1Cl)c1cc(OCC(F)(F)F)ccc1OCC(F)(F)F	.	-3
CC1(C)NC(=O)N(CCCCOc2ccc(Cl)cc2)C1=O	.	-9
N#Cc1ccc(-c2csc(NNC(=O)c3ccccc3)n2)cc1	.	-64
CCCCSc1nc(NCc2ccco2)c2c3c(sc2n1)COC(C)(C)C3	.	-8
COc1cc(C2Nc3cc(Cl)c(S(N)(=O)=O)cc3S(=O)(=O)N2)cc(OC)c1OC (configuration not stated)	-7	-9
CC(=O)NCC(=O)N(C)C(C(=O)Nc1ccc2c(c1)OCCO2)c1ccccc1 (configuration not stated)	-6	-8
O=C(Cn1cccc1C(=O)c1ccccc1)NCc1cccnc1	-1	-8
Cc1cc(NS(=O)(=O)c2ccc(Cl)cc2)nn1CC(=O)NCc1ccco1	-6	24
CCOCCc1nnc(NC(=O)c2cc(OC)c(OC)c(OC)c2)s1	10	.
N#CC1=C(N)N(c2ccc(F)cc2)C(=O)C1	.	-58
CCOC(=O)C1=C(C)N(c2ccc(C)cc2)C(=O)/C1=C\c1cccs1	.	25
CCOc1c(Cl)cc(C(=O)NCCN2CCCCC2)cc1Cl	-18	21
CCn1c(NCc2ccc(N(C)C)cc2)nc2ccccc21	-29	-5
COc1ccc2c(C)cc(=O)oc2c1C	-10	-4
CCCCNC(=O)CC(NS(=O)(=O)c1ccc(C)cc1)c1ccco1 (configuration not stated)	5	5
N#Cc1cc(S(=O)(=O)c2ccccc2)c(N)[nH]c1=O	.	48
COc1ccc(CC(=O)NC2CCN(CC(=O)N3CCCc4ccccc43)CC2)cc1OC	-9	-12
COC(=O)c1nn(-c2ccccc2)c(=O)cc1Oc1ccc(Cl)cc1	.	5
Cc1c(S(=O)(=O)Nc2cc(Cl)ccc2Cl)c(=O)n(C)c(=O)n1C	-13	9
Cc1ccc(-c2noc(C3CCCN(C(=O)c4ccc(F)cc4F)C3)n2)cc1 (configuration not stated)	34	-3
CC(/C=N/Nc1nnc2c(n1)[nH]c1ccccc12)=C\c1ccco1	.	-15
COc1ccc(N/N=C(/C#N)S(=O)(=O)c2nsc(C)c2C#N)cc1	.	4
CSc1ccc(Cl)c(C(=O)NC2CCCC2)c1	.	2
Cc1nnc(SCC(=O)N2CCc3ccccc3C2)s1	.	1
Cc1ccc2c(COn3nnc4ccc(S(=O)(=O)N(C)C)cc43)cc(=O)oc2c1C	12	-8
O=C(Oc1ccnc2cc(Cl)ccc12)N1CCOCC1	-9	2
N#C[C@H]1C(O)C(O)c2ccccc2N1C(=O)c1ccccc1 (some centres not stated)	.	7
CN(C)P(=O)(C(Cl)=C(N1CCCCC1)N1CCCCC1)N(C)C	1	4

Not all compounds are listed; the hit share may differ from the screen's.
